H9c2 protect: modulators protecting cardiomyocytes from myocardial damage. H9c2 cardiomyocytes, H2O2 injury protection, ATPLite, 2 h. protection from H2O2 cell death, % at 20 µM. 360,000 tested, 0.63% active;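 active = compounds giving at least 50% protection of heart cells from peroxide-induced death in the single-dose screen, raw or plate-pattern-corrected value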;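 note: 0% = DMSO wells with peroxide and 100% = DMSO wells without peroxide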
CaV13 ICDI inh: Disruptors of the CACNA1D IQ motif to Ca2+-dependent inactivation inhibitor domain association, primary screening, Förster resonance energy transfer in intact living …; HEK cells, CFP/YFP FRET ICDI-IQ, plate reader, 10 min; percent FRET-ratio fall versus neutral wells; inhibition, % at 12.3 µM; 340,000 tested, 0.098% active;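 active = mean replicate inhibition of at least 30% and at least 1% of replicates passing that level; inconclusive = only one of the two criteria is met; inactive = neither criterion is met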;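 note: 0% = median of the neutral control wells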
N-glyco inh: blocks N-linked glycosylation in D54 reporter cells. D54 ERlucT glycosylation luciferase reporter, 24 h; percent of 100 nM tunicamycin response. reporter increase, % at 12.5 µM. 360,000 tested, 0.23% active. AID 588692;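 active = mean luciferase reporter signal, scaled so untreated is 0 and the glycosylation-blocking control 100, at or above a set limit in every replicate; inconclusive = mean reaches the limit but not every replicate does; inactive = mean below the limit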;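 note: luciferase carries N-glycosylation sites so blocking glycosylation raises the light; 0% = median of neutral control wells and 100% = median of 100 nM tunicamycin wells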
ABCB6 inh 2: blocks the human ABCB6 transporter; AID 602162; K562-ABCB6 porphyrin accumulation, flow cytometry, 1 h; active compounds read low; 360,000 tested, 0.19% active; fluorescence ratio to DMSO, % at 10 µM;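 active = fluorescence ratio to DMSO below 75%, the collection mean minus 3 SD; inconclusive = too few cells collected in the well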;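 note: signal is porphyrin accumulated inside mitochondria; 100% equals median channel fluorescence of DMSO control wells; lower ratio means ABCB6 inhibition with less porphyrin fluorescence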
Vif inh: blocks HIV Vif function; HEK293T cells, Vif self-association by quenched fluorescence, imaging, 24 h; inhibition, % at 7.49 µM; 340,000 tested, 0.35% active; AID 602346; in the data active = inhibition above about 50%, passing the limit was not always enough; inconclusive = no clear call, values can overlap the other calls; inactive = below about 31%; note: some results filed as inactive read as strong as hits
HTR2A ag: activates the mouse 5-HT2A serotonin receptor | CHO-K1 mHTR2A beta-arrestin complementation, luminescence; percent of 30 µM serotonin response | P35363 | activation, % at 7.6 µM | 360,000 tested, 0.66% active | AID 624169;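 active = activation above a run cutoff, the mean activation of all tested compounds plus 3 SD, cut at about 14% in these data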;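 note: 0% = plate median of compound wells and 100% = 30 µM serotonin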
Target sequence (P35363 whole entry, looked up): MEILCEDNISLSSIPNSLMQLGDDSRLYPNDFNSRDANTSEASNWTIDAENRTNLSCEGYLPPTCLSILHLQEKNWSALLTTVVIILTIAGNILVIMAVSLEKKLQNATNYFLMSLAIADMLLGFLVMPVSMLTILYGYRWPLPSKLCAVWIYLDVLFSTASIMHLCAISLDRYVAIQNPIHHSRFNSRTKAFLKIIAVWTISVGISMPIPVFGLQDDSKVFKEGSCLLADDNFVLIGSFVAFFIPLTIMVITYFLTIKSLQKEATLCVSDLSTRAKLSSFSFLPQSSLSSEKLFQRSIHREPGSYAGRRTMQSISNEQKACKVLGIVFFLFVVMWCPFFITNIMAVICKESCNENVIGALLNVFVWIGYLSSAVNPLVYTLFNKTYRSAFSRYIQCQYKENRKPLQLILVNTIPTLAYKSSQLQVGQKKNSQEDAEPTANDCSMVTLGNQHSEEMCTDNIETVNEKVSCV
MC4R antag cAMP: antagonists of human melanocortin 4 receptor (MC4R). P32245. MC4R-expressing cells, MTII-stimulated cAMP, LANCE TR-FRET. inhibition, % at 6.5 µM. 360,000 tested, 0.48% active;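 active = inhibition above its plate's cutoff, the mean of tested wells on that plate plus 3 SD, cut at about 29% in these data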;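 note: 0% = Melanotan II alone and 100% = Melanotan II plus saturating MCL0020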
Target sequence (P32245 whole entry, looked up): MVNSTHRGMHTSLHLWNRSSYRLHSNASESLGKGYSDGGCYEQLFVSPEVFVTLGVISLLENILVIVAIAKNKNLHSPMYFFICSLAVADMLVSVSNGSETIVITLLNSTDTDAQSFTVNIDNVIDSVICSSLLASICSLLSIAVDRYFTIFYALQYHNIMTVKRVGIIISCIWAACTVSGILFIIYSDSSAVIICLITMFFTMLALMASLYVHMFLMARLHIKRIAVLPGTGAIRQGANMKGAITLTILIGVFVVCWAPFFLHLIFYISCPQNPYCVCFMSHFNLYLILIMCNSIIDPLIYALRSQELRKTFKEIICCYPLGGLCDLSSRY
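Material – human MC4R-expressing U2OS cells · Repeats – no replicates · Detection – TR-FRET with Eu-cAMP and labeled anti-cAMP, 671 nm · Times – compound 30 min, challenge 1 h, detection 1 h · Compound – single nominal compound dose of 6.5 µM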
MC4R ag barr: activates human MC4R beta-arrestin recruitment. P32245. U2OS MC4R beta-arrestin complementation, luminescence; percent of melanotan II response, DMSO zero. activation, % at 8.9 µM. 360,000 tested, 0.98% active. AID 540308;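 active = activation above a per-plate cutoff, the mean activation of sample wells on that plate plus 3 SD, cut at about 8% in these data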
PDI turbidity: inhibitors of human protein disulfide isomerase. P07237. PDI insulin aggregation turbidity, A650, 90 min. inhibition, % at 10 µM. 350,000 tested, 0.052% active;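 active = mean inhibition across replicates of 30% or more, whatever share of single replicates reach that level; inconclusive = mean inhibition below 30% while every single replicate reaches 30%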;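 note: absorbance from insulin aggregation driven by PDI reduction with DTT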
aDG glyco up: increases alpha dystroglycan glycosylation; Pro5-aDG cells, alpha-DG glycosylation AlphaScreen (IIH6); 0% Pro5, 100% B10-LARGE cell signal; activation, % at 10 µM; 360,000 tested, 0.22% active; AID 624168;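 active = activation of at least 8% versus controls, or a plate z-score of at least 8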;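 note: Pro5 are CHO cells carrying HIG-tagged alpha-DG that lacks glycosylation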
Numbers without * were called inactive; i = inactive; u = inconclusive; x = not tested or not shown.

SMILES	H9c2 protect	CaV13 ICDI inh	N-glyco inh	ABCB6 inh 2	Vif inh	HTR2A ag	MC4R antag cAMP	MC4R ag barr	PDI turbidity	aDG glyco up
COc1ccccc1CCNC(=O)C(=O)NCC1OCCN1S(=O)(=O)c1ccc(Br)cc1 (stereo unspecified)	6	-7	4	104	5	-2	21	-0.3	14	0.2
Cc1ccc(CSCCNC(=O)CN(c2ccccc2)S(C)(=O)=O)cc1	-4	7	0	98	5	-3	18	-1.4	5	0.2
COc1ccc(Nc2ncnc3c2c(C)c(C)n3CCO)cc1	-10	-5	-5	95	-23	-1	6	-0.8	2	-0.1
CN(C(=O)COC(=O)COc1ccccc1Cc1ccccc1)c1ccccc1	-3	-5	3	98	x	5	8	-3.1	-3	-0.1
COc1ccc(C(=O)CSc2n[nH]c(=O)n2Cc2ccco2)cc1	-6	-5	1	101	-17	-1	7	-1.1	-5	0.1
COc1cccc(CCC(=O)N2CCC(n3nccc3NC(=O)C3CCOC3)CC2)c1 (stereo unspecified)	5	-6	1	84	3	8	-2	-0.2	6	-0.6
N#C/C(=C/c1ccc(Sc2nc3ccccc3[nH]2)o1)c1ccccc1F	-17	-8	2	96	-10	-7	-3	1.0	-11	0.5
O=[N+]([O-])c1ccc(Nc2nc(Cl)nc(NCCO)n2)cc1	10	-2	0	104	3	2	6	-0.1	-3	0.0
CCCN1C(=O)c2cc(C(=O)NCc3ccc(OC)cc3)ccc2C1O (stereo unspecified)	-4	4	-1	100	6	-9	2	-0.5	-4	0.6
CC(C)c1nc2cc(Cl)ccc2n(Cc2ccccc2)c1=O	-9	-5	-4	96	20	-3	5	3.8	8	-0.1
CCOC(=S)SCC(=O)Nc1nccs1	-11	-3	5	101	-18	-5	16	-3.6	-1	-0.1
Cc1cc(C)cc(NC(=O)C2CCCN(S(=O)(=O)c3c(C)noc3C)C2)c1 (stereo unspecified)	-2	-7	-1	96	-5	7	6	-2.1	0	3.1*
CCN1C(=O)/C(=C\c2nc3ccccc3c(=O)n2CC)c2ccccc21	16	1	16	96	1	-3	-8	0.3	0	-0.1
CSCC(=O)N1CCc2ccc(NC(=O)c3ccccc3Cl)cc2C1	1	-5	4	100	1	-4	11	-0.1	2	0.2
COc1ccc(NC(=O)CSc2nnnn2Cc2ccccc2)cc1	-5	-6	-2	97	-5	0	23	0.5	-4	0.0
C=CCn1c(=O)c2c(nc3n2CCCN3CCc2ccc(OC)c(OC)c2)n(C)c1=O	6	-2	1	93	-1	1	8	-2.7	10	0.0
CC1=C(C#N)C(NC(=O)c2cccc(Cl)c2)(C(F)(F)F)C(=O)N1 (stereo unspecified)	7	-3	2	94	-4	2	7	-0.8	0	-0.4
O=C(CN1CCSC1=NCc1ccccc1)c1ccc(Cl)cc1	-6	-2	-3	101	-2	-4	-1	-0.7	-3	0.4
O=C(C[n+]1cccc(CNC(=O)c2ccc(OC(F)F)cc2)c1)Nc1ccc(F)cc1	11	-3	2	100	2	-7	3	0.1	-2	-0.4
Cc1oc2nc(SCC(=O)NC3CCCCC3)nc(N)c2c1C	1	-1	1	95	6	-2	-5	-0.8	-3	0.2
CCC1Oc2ccccc2N(CC(=O)NCCN2CCc3ccccc3C2)C1=O (stereo unspecified)	-1	-7	-1	97	x	-6	1	-0.2	4	0.2
COc1ccc(Cc2noc(CN(C)CCc3ccccc3)n2)cc1OC	2	-3	1	96	2	4	-6	-2.8	6	0.0
CCCOc1ccc(N2C(=O)CC(N3CCN(c4ccccc4OC)CC3)C2=O)cc1 (stereo unspecified)	-2	-2	0	100	-2	-1	3	-2.1	x	0.2
COc1ccccc1NS(=O)(=O)c1cc([N+](=O)[O-])ccc1N/N=C/c1c[nH]c2ccccc12	-7	-15	-2	403	i	-1	19	-0.5	6	0.0
O=C(NCCCN1CCOCC1)c1ccc2c(c1)N(Cc1c(F)cccc1Cl)C(=O)CS2	1	-3	-4	98	11	1	0	-0.9	14	0.1
The results go on:
SMILES	H9c2 protect	CaV13 ICDI inh	N-glyco inh	ABCB6 inh 2	Vif inh	HTR2A ag	MC4R antag cAMP	MC4R ag barr	PDI turbidity	aDG glyco up
C/C(=N\NC(=O)CNc1cccc(C(F)(F)F)c1)c1cccs1	-7	-4	-2	98	-1	6	2	0.0	0	1.6
O=C(O)c1ccc(OS(=O)(=O)c2ccc(Cl)s2)c(Cl)c1	-2	-6	2	99	6	-1	3	-2.9	-10	-0.3
CCCCNC(=O)C[C@@H]1C[C@@]2(C(=O)OCC)CCCC=C2N(Cc2ccc(Cl)cc2Cl)C1=O	x	-6	x	96	x	-4	x	x	x	0.0
CCNc1nc(SC)nc(N(C#N)CC(=O)OC)n1	-2	-9	5	91	u	1	3	0.5	-4	0.4
COc1ccc(-c2noc(-c3ccc(Br)o3)n2)cc1	-12	-20	-3	99	21	-1	5	4.3	8	0.0
COc1ccc(NC(=O)Cn2c([N+](=O)[O-])cnc2C)c(OC)c1	14	-10	1	92	5	5	-3	-1.2	5	-0.3
CC(C)C(Cl)=NOC(=O)Nc1ccc(F)cc1	-18	-5	2	90	7	1	-3	-1.8	-5	-0.1
FC(F)Oc1ccc(/C=N/n2c(Cc3ccc(Br)cc3)n[nH]c2=S)cc1	-3	-5	1	91	-5	2	4	7.9	-1	-0.1
Cn1c(CCNC(=O)c2ccccc2F)nnc1SCC(=O)Nc1ccccc1F	-3	-7	3	90	-8	-6	-2	-1.3	2	0.5
O=C1CCCc2sccc2N1	-6	-10	2	96	8	6	-5	1.4	3	0.1
O=C(CSc1nccn1-c1ccccc1)NCc1ccc(F)cc1	-2	-3	0	94	-3	2	8	-3.4	0	0.2
O=C(NC(=S)Nc1ccc(CN2CCOCC2)cc1)c1ccc2c(c1)OCCO2	11	-4	9	94	-5	-6	-4	-0.1	4	0.7
CCn1cc([N+](=O)[O-])c(C(=O)Nc2ccn(C34CC5CC(CC(C5)C3)C4)n2)n1	1	-4	-1	97	0	3	1	-1.4	-14	-0.1
COc1ccc(C(=O)Nc2nc(N3C(=O)c4ccccc4C3=O)n(-c3ccccc3)n2)cc1	4	-4	1	96	-6	-3	9	-1.0	5	-0.1
CCOc1ccccc1NC(=O)c1ccc(S(=O)(=O)N2CCCCC2)cc1	2	-3	-5	96	20	-7	4	-2.8	15	0.0
CCc1nc2ccc(C(=O)N3CCN(C(=O)c4ccco4)CC3)cn2c1N(C)Cc1nccs1	0	-4	1	98	-7	4	5	-0.5	13	0.2
C=CC[C@@H](CC(=O)N(CCO)Cc1ccccc1)C(=O)N[C@@H](COC(=O)[C@H](CC=C)CC(=O)OC(C)(C)C)Cc1c[nH]c2ccccc12	14	-5	-4	102	5	-8	2	-1.8	-4	0.5
O=C(O)CCc1nc2ccccc2n(CCc2ccccc2)c1=O	-1	x	2	107	2	0	7	-0.1	-4	0.2
COc1ccc(/C=N/Nc2nc3ccccc3c(=O)[nH]2)cc1	0	-6	6	98	-3	-3	5	-1.0	15	-0.2
Nc1oc2ccccc2c(=O)c1C=O	2	-1	2	95	-4	-2	6	-3.0	6	-0.2
CCCCCCn1c(SCC(=O)c2ccccc2)nc2c1c(=O)[nH]c(=O)n2C	10	-11	1	92	-6	0	4	1.3	x	1.1
CCOC(=O)CCNC(C)C1COc2ccccc2O1 (stereo unspecified)	5	x	2	95	14	1	-1	1.2	5	0.0
CCn1c(SCC(=O)N2CCCCCC2)nc2ccccc2c1=O	8	-4	-2	99	3	-6	-6	1.5	-2	0.7
CSc1ccccc1OCc1cc(C(=O)N[C@H]2CCCCNC2=O)no1	1	-8	-4	91	1	-1	1	-1.4	-2	-0.2
COc1ccc(C(=O)NC(=S)Nc2ccc(CN3CCOCC3)cc2)cc1Br	0	-15	-3	101	-5	-4	2	-1.3	-1	0.3
Following part:
SMILES	H9c2 protect	CaV13 ICDI inh	N-glyco inh	ABCB6 inh 2	Vif inh	HTR2A ag	MC4R antag cAMP	MC4R ag barr	PDI turbidity	aDG glyco up
CCOC(=O)C1=C(C)OC(N)=C(C#N)C1c1cc2cc(C)ccc2nc1N1CCCCC1 (stereo unspecified)	3	-5	6	108	-7	-2	2	-2.4	4	0.4
CCc1ccc([C@H]2[C@@H]3C(=O)C[C@@H]4C(=O)N(c5ccccc5)C(=O)[C@@H]4[C@@H]3CN2S(=O)(=O)c2ccc(C)cc2)cc1	-1	-4	2	105	x	-1	x	x	x	0.0
Cc1cc(C)cc(NC(=S)NCCCO)c1	-4	-4	-3	100	2	0	-4	-1.0	19	0.3
O=C(CSc1nc2ccccc2c(=O)[nH]1)Nc1ccccc1N1CCOCC1	-8	-6	-2	88	1	5	0	2.4	8	0.0
COc1ccccc1Nc1nc2ccccc2n2cnnc12	15	-5	9	99	4	-5	-13	1.0	10	-0.2
Fc1ccc(-c2cnn3c(-c4cccs4)ccnc23)cc1	-13	-70	-16	117	-5	1	-1	2.5	3	-0.1
COc1ccc(-c2sc3cc4c(cc3c2-c2ccc3c(c2)OCCO3)OCO4)cc1	-7	-6	-3	100	0	2	1	-0.9	-7	-0.4
O=C(CN1CCOCC1)Nc1cccc(C(=O)Nc2cccc(C(F)(F)F)c2)c1	-2	-5	-1	87	3	-6	3	-2.9	1	0.1
COCCN1CCN(C(=O)C2CCC(=O)N(CCc3ccccc3)C2)CC1 (stereo unspecified)	-4	-5	4	101	5	4	10	-2.4	6	-0.1
O=[N+]([O-])c1cccc(/C=N/N=C\c2ccccc2)c1	2	-4	-1	97	-2	6	-2	0.5	2	-0.1
CCCCC(=O)N1C/C=C\C(c2ccc(OC)cc2)N(Cc2ccc(F)cc2)C(=O)[C@H]1Cc1ccccc1 (stereo partly specified)	-7	x	-6	88	-6	9	6	0.2	-6	0.3
Cc1ccc(CNC(=O)c2ccc(S(=O)(=O)N3CCCC3)cc2)cc1	-4	-7	0	100	-2	-6	23	-0.9	2	0.0
CC1Cc2cc(S(=O)(=O)N3CCC(C(=O)N4CCN(c5ccccc5F)CC4)CC3)ccc2N1C(=O)C1CC1 (stereo unspecified)	-8	-7	-5	96	-3	11	2	-1.4	5	0.0
O=C1N[C@@H](Cc2ccccc2)COC(=O)[C@@H](Cc2ccc(F)cc2)CC/C=C/C[C@@H]1CC(=O)N(CCO)Cc1ccccc1	4	-5	1	91	-9	-12	7	-0.5	-9	0.5
CCc1ccc(NC(=O)C(=O)N/N=C(\C)CC(=O)NCCOC)cc1	-8	0	1	99	2	0	7	-3.2	3	-0.4
COc1ccc2c(c1OC)C(=O)OC2Nc1nc(-c2ccccc2)cs1 (stereo unspecified)	-11	x	-11	99	5	-10	-27	-1.3	8	0.0

Look-ups from the list:
Fc1ccc(-c2cnn3c(-c4cccs4)ccnc23)cc1 in H9c2 protect shows -13
Nc1oc2ccccc2c(=O)c1C=O in CaV13 ICDI inh shows -1
